PfGluPho inh = PfG6PD (Plasmodium falciparum) enzyme inhibition | PfGluPho enzyme, NADPH resazurin-diaphorase fluorescence | inhibition, % at 20 µM | 350,000 tested, 0.78% active | AID 504690;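 active means inhibition reaching at least a set limit at 20 µM in the primary screen, cut at about 59% in these data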;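 further: 0% = DMSO wells with substrate and 100% = DMSO wells lacking glucose-6-phosphate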
MPTP block = inhibitors of mitochondrial permeability transition pore. isolated mouse mitochondria, Ca2+ swelling absorbance, 30 min. inhibition, % at 10 µM. AID 602449. 360,000 tested, 1.4% active;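 active means inhibition of 50% or more, scaled per plate between neutral and stimulator controls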;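 further: 0% = DMSO wells given calcium and 100% = 1 mM EGTA wells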
SENP6 block = inhibitors of human SENP6 protease; Recombinant SENP6 catalytic domain, aminoluciferin luminescence; 330,000 tested, 1.8% active; inhibition, % at 10 µM;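 active means inhibition above about 50% at the single tested dose, limit read from the data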;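 further: plate controls were DMSO wells with enzyme for no effect and DMSO wells lacking enzyme for full effect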
Target sequence (Q9GZR1 628-1112 limits assumed): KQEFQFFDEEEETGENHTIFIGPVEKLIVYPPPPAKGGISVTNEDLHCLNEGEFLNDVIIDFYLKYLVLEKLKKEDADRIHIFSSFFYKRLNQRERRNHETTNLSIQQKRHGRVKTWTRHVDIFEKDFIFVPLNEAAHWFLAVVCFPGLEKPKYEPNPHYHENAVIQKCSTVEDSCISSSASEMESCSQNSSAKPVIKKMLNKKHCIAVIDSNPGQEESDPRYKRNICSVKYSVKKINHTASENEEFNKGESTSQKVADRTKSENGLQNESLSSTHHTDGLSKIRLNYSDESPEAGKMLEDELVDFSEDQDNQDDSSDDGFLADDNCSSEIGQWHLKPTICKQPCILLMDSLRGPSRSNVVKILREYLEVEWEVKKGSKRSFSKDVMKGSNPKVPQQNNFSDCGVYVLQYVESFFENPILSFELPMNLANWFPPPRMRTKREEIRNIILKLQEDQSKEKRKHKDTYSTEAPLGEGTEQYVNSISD
ATG4B inh = inhibitors of human ATG4B cysteine protease; AID 504462; Q9Y4P1; 340,000 tested, 0.51% active; ATG4B cleavage of LC3-PLA2, NBD-HPC fluorescence, 1 h; inhibition, % at 8.33 µM; in the data active means inhibition above about 40%
SENP8 block = SENP8 (human) protease inhibition; inhibition, % at 20 µM; AID 602440; recombinant SENP8, Nedd8 substrate fluorescence; 360,000 tested, 0.64% active; in the data active means inhibition mostly above about 40%, no sharp cut-off; inactive means mostly below about 27%
Target sequence (Q96LD8 whole entry, looked up): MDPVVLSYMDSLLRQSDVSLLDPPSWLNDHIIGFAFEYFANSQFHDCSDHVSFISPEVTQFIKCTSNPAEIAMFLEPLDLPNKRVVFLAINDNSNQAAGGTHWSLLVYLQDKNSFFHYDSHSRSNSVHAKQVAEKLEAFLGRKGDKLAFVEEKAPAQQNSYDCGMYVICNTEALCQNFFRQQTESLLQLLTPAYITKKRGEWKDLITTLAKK
NR3A LBD binder = NR3A (human) ligand-binding domain modulation; AID 1259313; NR3A LBD differential scanning fluorimetry, Tm shift; 0% = protein alone, 100% = glycine-bound protein; Tm shift relative to glycine control, % at 25 µM; 340,000 tested, 2.5% active;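 active means melting temperature shift of at least 10% of the positive control shift, at one fixed dose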
hIAP act = increases human intestinal alkaline phosphatase activity; P09923; purified human IAP, CDP-Star luminescence, 30 min; stronger effect = higher value; 1 = vehicle-only enzyme, 0 = enzyme-free background; activation factor at 10 µM; 330,000 tested, 0.16% active; AID 2524;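 active means activation factor of the enzyme at least 2-fold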; further: the source names both 10 and 20 µM as test concentration; values of inactives mirror those of a sister screen read the other way
SENP1 FRET inh = blocks the human SENP1 SUMO protease catalytic domain; Q9P0U3; recombinant SENP1 catalytic domain, CyPet-SUMO1-YPet FRET cleavage; inhibition, % at 10 µM; 360,000 tested, 0.21% active; AID 624204;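 active means inhibition at least 30% at 10 µM, raw YFP signal under a set limit, fluorescence ratio 0.5 to 1.5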;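 further: 0% = enzyme with DMSO and 100% = no enzyme wells; some results filed as inactive read as strong as hits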
Target sequence (Q9P0U3 419-644 limits assumed): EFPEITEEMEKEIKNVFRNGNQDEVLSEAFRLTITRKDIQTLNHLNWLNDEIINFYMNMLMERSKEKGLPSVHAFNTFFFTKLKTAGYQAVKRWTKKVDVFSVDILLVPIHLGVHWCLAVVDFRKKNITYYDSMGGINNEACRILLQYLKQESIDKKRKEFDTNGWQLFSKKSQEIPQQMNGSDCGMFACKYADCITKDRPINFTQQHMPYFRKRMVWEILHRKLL
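Test system: hSENP1 catalytic domain, recombinant; Amount: 20 pM final SENP1 enzyme; Medium: Tris pH 8 buffer plus EDTA, NaCl, BME, BSA, NP40, catalase; Schedule: 50 min enzyme reaction, room temperature, light-protected; Technique: FRET fluorescence in CFP and YFP emission channels; Controls: no-enzyme wells low, DMSO-plus-enzyme wells high control.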
* marks the source's active call; other numbers are inactive results.

Screening Cc1cc(NC(=O)CCN2C(=O)C3C4C=CC(C4)C3C2=O)c2ccccc2n1 (stereo not drawn) returned PfGluPho inh -1.0, MPTP block 6.7, SENP6 block -4.0, ATG4B inh -7.7, SENP8 block 12.2, NR3A LBD binder 2.2, hIAP act 1.14 and SENP1 FRET inh 1.4.
COC(=O)c1ccc(OCC(=O)Nc2nn(-c3ccccc3)nc2C(N)=O)cc1 was read as PfGluPho inh 2.9, MPTP block 3.3, SENP6 block -7.2, ATG4B inh 0.1, SENP8 block -152.2, NR3A LBD binder -2.6, hIAP act 0.856 and SENP1 FRET inh -1.9.
`Cc1ccccc1N(CC(=O)NCCc1ccccc1)C(=O)c1csnn1` gave PfGluPho inh 3.7, MPTP block -2.1, SENP6 block -11.6, ATG4B inh 0.7, SENP8 block 4.3, NR3A LBD binder -1.7, hIAP act 0.923 and SENP1 FRET inh -0.6.
Screening c1ccc(-c2nc(-c3ccccn3)no2)cc1 returned PfGluPho inh -8.9, MPTP block -0.8, SENP6 block 96.2*, ATG4B inh 10.9, SENP8 block 14.8, NR3A LBD binder 1.0, hIAP act 0.99 and SENP1 FRET inh 1.2.
`O=C(NNC(=O)c1cccc2ccccc12)c1ccc(Cl)cc1Cl` gave PfGluPho inh 0.0, MPTP block 0.5, ATG4B inh -2.2, SENP8 block 3.1, NR3A LBD binder 23.4* and SENP1 FRET inh -1.8.
`COc1ccccc1NC(=O)CCc1c(C)nc2c(-c3ccc(F)cc3)c(C)nn2c1C` gave PfGluPho inh 11.6, MPTP block 1.4, SENP6 block 9.2, ATG4B inh -2.9, SENP8 block -55.2, NR3A LBD binder -4.2, hIAP act 0.912 and SENP1 FRET inh -2.5.
`Cc1ccc(S(=O)(=O)NNC(=O)c2cccc(O)c2)cc1` gave PfGluPho inh 8.7, MPTP block -0.4, SENP6 block -0.6, ATG4B inh -7.6, SENP8 block 6.5, NR3A LBD binder 0.1, hIAP act 0.9 and SENP1 FRET inh 1.3.
For CCCS(=O)(=O)N1CCN(Cc2ccc([N+](=O)[O-])cc2)CC1 the results were PfGluPho inh 2.7, MPTP block 0.3, SENP6 block -10.6, ATG4B inh -6.2, SENP8 block 10.4, NR3A LBD binder -1.8, hIAP act 1.18 and SENP1 FRET inh 2.4.
Screening CC(C)(C)c1cccc(/C=N/O)c1O returned PfGluPho inh -6.3, MPTP block 7.4, SENP6 block -21.4, ATG4B inh -13.7, SENP8 block 21.0, NR3A LBD binder -2.2, hIAP act 1.12 and SENP1 FRET inh 1.5.
`COc1ccccc1N1CCN(S(=O)(=O)CCNC(=O)CC2CCCCC2)CC1` gave PfGluPho inh 1.3, MPTP block -1.6, SENP6 block -9.2, ATG4B inh -3.2, SENP8 block 1.6, NR3A LBD binder -0.6, hIAP act 1.12 and SENP1 FRET inh -1.3.
Screening COc1cccc(CNCc2ccc(OC)cc2OC)c1 returned PfGluPho inh -6.7, MPTP block 0.7, SENP6 block 14.0, ATG4B inh -3.5, SENP8 block 7.7, NR3A LBD binder 0.5, hIAP act 1.01 and SENP1 FRET inh 0.5.
`COc1cccc(CNc2ncn[nH]2)c1OCc1ccc(F)cc1` gave PfGluPho inh 10.3, MPTP block -1.1, SENP6 block 0.2, ATG4B inh 1.3, SENP8 block 11.1, NR3A LBD binder 0.1, hIAP act 1.36 and SENP1 FRET inh 2.0.
For COc1ccc(N2CCN(C(=O)c3ccc(NS(=O)(=O)c4ccc(F)c(F)c4)cc3)CC2)cc1 the results were PfGluPho inh -15.5, MPTP block 18.0, SENP6 block 30.8, ATG4B inh -3.3, SENP8 block 9.8, NR3A LBD binder -8.9, hIAP act 0.916 and SENP1 FRET inh 2.3.
Screening Cn1c(=O)[nH]c(=O)c2c1nc(N1CCCCC1)n2CC(O)CN1CCCCC1 (stereo not drawn) returned PfGluPho inh -0.8, MPTP block -2.0, SENP6 block -0.9, ATG4B inh 4.2, SENP8 block 29.9, NR3A LBD binder 1.2, hIAP act 1.07 and SENP1 FRET inh -0.8.
N#Cc1ccc(C(=O)Nc2nnc(-c3ccccn3)o2)cc1 was read as PfGluPho inh -8.5, MPTP block -1.6, SENP6 block 69.1*, ATG4B inh -2.6, SENP8 block 4.5, NR3A LBD binder -3.2, hIAP act 0.93 and SENP1 FRET inh -0.9.
Cn1c(CC(=O)Nc2ccccc2Cl)nnc1SCC(=O)Nc1nncs1 was read as PfGluPho inh -14.4, MPTP block -0.2, SENP6 block -14.2, ATG4B inh -4.5, SENP8 block 14.7, NR3A LBD binder -0.9, hIAP act 1.06 and SENP1 FRET inh -0.2.
CCN(CC)S(=O)(=O)c1ccc(Oc2ccc(S(=O)(=O)N(CC)CC)cc2)cc1 was read as PfGluPho inh 3.5, MPTP block 96.8*, SENP6 block -1.7, ATG4B inh -2.7, SENP8 block 16.0, NR3A LBD binder 0.0, hIAP act 1.06 and SENP1 FRET inh 2.9.
`O=C(c1ccc(CNS(=O)(=O)c2ccccc2)cc1)N1CCN(c2ccccn2)CC1` gave PfGluPho inh 3.5, MPTP block -1.1, SENP6 block -4.3, ATG4B inh -12.6, SENP8 block -3.2, NR3A LBD binder 1.0, hIAP act 0.872 and SENP1 FRET inh 0.8.
`C[C@@H](Oc1ccccc1)c1nnn(Cc2ccccc2)c1-c1c([C@@H](C)Oc2ccccc2)nnn1Cc1ccccc1` gave PfGluPho inh 16.7, SENP6 block -16.4, ATG4B inh 3.9, NR3A LBD binder -1.4 and hIAP act 1.08.
O=C(Nc1ccc(OC(F)(F)C(F)F)c(NC(=O)c2ccc(F)cc2)c1)c1ccc(F)cc1 was read as PfGluPho inh 8.4, MPTP block 14.2, SENP6 block -10.2, ATG4B inh 15.5, SENP8 block 10.6, NR3A LBD binder -2.8, hIAP act 1.18 and SENP1 FRET inh 2.5.
For COc1ccc(C2CC(c3cccs3)=NN2C(=O)CCl)cc1OC (stereo not drawn) the results were PfGluPho inh -8.3, MPTP block 0.5, SENP6 block -8.7, ATG4B inh -1.1, SENP8 block -100.9, NR3A LBD binder -3.0, hIAP act 0.999 and SENP1 FRET inh -26.4.
`Cc1ccc(NC(=O)C2CC(=O)N(c3ccc4c(c3)OCCO4)C2)nc1` (stereo not drawn) gave PfGluPho inh -5.5, MPTP block -0.3, SENP6 block -12.0, ATG4B inh -5.7, SENP8 block -1.7, NR3A LBD binder 2.5, hIAP act 1.02 and SENP1 FRET inh 0.9.
For COc1ccc(C(C(=O)NC2CCCC2)N(Cc2ccc(C)cc2)C(=O)c2ccn[nH]2)cc1OC (stereo not drawn) the results were PfGluPho inh -1.5, MPTP block 1.6, SENP6 block -3.1, ATG4B inh -5.0, SENP8 block -5.8, NR3A LBD binder -6.3, hIAP act 1.01 and SENP1 FRET inh -0.8.
For COc1nc(/C(N)=N/O)nc(N2CCCCC2)n1 the results were PfGluPho inh 6.1, MPTP block 4.2, SENP6 block -2.4, ATG4B inh -6.8, SENP8 block 19.2, NR3A LBD binder -1.5, hIAP act 0.969 and SENP1 FRET inh -2.6.
O=C1COc2ccc(C(=O)COC(=O)c3nc(Cl)ccc3Cl)cc2N1 was read as PfGluPho inh 1.3, MPTP block -0.9, SENP6 block -20.2, ATG4B inh 2.5, SENP8 block 4.9, NR3A LBD binder -1.9, hIAP act 1.1 and SENP1 FRET inh 0.0.
COCCNC(=O)COc1ncnc2ccc(Br)cc12 was read as PfGluPho inh -24.9, MPTP block 4.7, SENP6 block 3.0, ATG4B inh -3.0, SENP8 block 23.3, NR3A LBD binder 12.5*, hIAP act 0.969 and SENP1 FRET inh 1.5.
For COc1cc2c(C)nc3c(cnn3-c3ccccc3)c2cc1OC the results were PfGluPho inh 8.8, MPTP block 0.6, SENP6 block 4.2, ATG4B inh -44.6, SENP8 block -433.0, NR3A LBD binder -19.1, hIAP act 1.13 and SENP1 FRET inh 1.0.
`O=C(O)C1CCCN(S(=O)(=O)c2ccc(Br)cc2)C1` (stereo not drawn) gave PfGluPho inh -31.0, MPTP block -1.5, SENP6 block -12.6, ATG4B inh 2.0, SENP8 block 7.8, NR3A LBD binder -2.7, hIAP act 0.947 and SENP1 FRET inh 1.1.
CCn1c(CC(=O)Nc2ccc(C)cc2)nnc1SCC(=O)NCc1ccccc1 was read as PfGluPho inh -2.4, MPTP block 0.0, SENP6 block -3.6, ATG4B inh 5.0, SENP8 block 11.9, NR3A LBD binder 1.9, hIAP act 1.05 and SENP1 FRET inh 0.8.
`Cc1ccc(CN2CCN(Cc3cn[nH]c3-c3cccc(F)c3)CC2CCO)o1` (stereo not drawn) gave PfGluPho inh -3.8, MPTP block 0.8, SENP6 block -12.2, ATG4B inh -7.8, SENP8 block -106.3, NR3A LBD binder 1.0, hIAP act 0.923 and SENP1 FRET inh -1.9.
Screening CCc1nc(SCC(=O)Nc2nnc(CC)s2)c2c(=O)n(C)c(=O)n(C)c2n1 returned PfGluPho inh -17.0, MPTP block 1.9, SENP6 block -19.6, ATG4B inh 7.4, SENP8 block 4.2, NR3A LBD binder -4.5, hIAP act 1.08 and SENP1 FRET inh -1.0.
`Cc1cc(Oc2ccc(C#N)cc2)nc(N2CCOCC2)n1` gave PfGluPho inh 31.5, MPTP block -0.6, SENP6 block -2.4, ATG4B inh -1.1, SENP8 block 4.9, NR3A LBD binder -1.1, hIAP act 1.17 and SENP1 FRET inh 0.3.
For CCOc1cc(C#N)c(NC(=O)CSc2nnnn2-c2ccc(OC)cc2)cc1OCC the results were PfGluPho inh -6.1, MPTP block 2.2, SENP6 block 9.0, ATG4B inh 1.8, SENP8 block 6.8, NR3A LBD binder 7.5, hIAP act 0.964 and SENP1 FRET inh 1.7.
`COc1ccc(/C(N)=N/OC(=O)Cc2cccs2)cc1` gave PfGluPho inh -3.7, MPTP block 0.2, SENP6 block 50.8*, ATG4B inh 1.4, SENP8 block 4.9, NR3A LBD binder 10.6*, hIAP act 0.866 and SENP1 FRET inh 1.7.
COC(=O)c1ccccc1NC1OC(=O)c2ccccc21 (stereo not drawn) was read as PfGluPho inh -8.1, MPTP block -1.4, SENP6 block -8.7, ATG4B inh -6.7, SENP8 block inactive, NR3A LBD binder -0.2, hIAP act 0.897 and SENP1 FRET inh -0.8.
For Cc1ccc(CCNC(=O)CS(=O)Cc2nc(-c3ccccc3F)oc2C)cc1 (stereo not drawn) the results were PfGluPho inh 2.4, MPTP block 0.6, SENP6 block -8.5, ATG4B inh -0.1, SENP8 block 0.9, NR3A LBD binder -1.1, hIAP act 1.31 and SENP1 FRET inh 1.2.
`CC(C)N(C(C)C)S(=O)(=O)c1ccc(NN)nc1` gave PfGluPho inh 0.5, MPTP block 0.8, SENP6 block -19.8, ATG4B inh -1.9, SENP8 block 0.1, NR3A LBD binder -1.8, hIAP act 1.12 and SENP1 FRET inh -3.1.
`Clc1cccc(N/N=C/c2ccc(N3CCOCC3)s2)c1` gave PfGluPho inh 48.8, MPTP block -0.5, SENP6 block -7.3, ATG4B inh -15.6, SENP8 block -294.9, NR3A LBD binder 19.2*, hIAP act 0.97 and SENP1 FRET inh -49.3.
For C=CCc1ccc2oc(C(=O)OCC)cc(=O)c2c1O the results were PfGluPho inh -11.8, MPTP block 2.8, SENP6 block 36.5, ATG4B inh 0.6, SENP8 block 22.5, NR3A LBD binder -0.1, hIAP act 0.999 and SENP1 FRET inh 0.6.
For COC(=O)Nc1nnc(-c2ccccc2OC)s1 the results were PfGluPho inh 4.1, MPTP block 1.9, SENP6 block 41.6, ATG4B inh -0.1, SENP8 block -167.6, NR3A LBD binder -3.5, hIAP act 1.14 and SENP1 FRET inh -9.4.

Screens deposited in PubChem BioAssay by Sanford-Burnham Center for Chemical Genomics.
